ERp5 inh – inhibitors of human ERp5 | ERp5 insulin aggregation, absorbance 650 nm, 90 min | inhibition, % at 9.99 µM | hit rate 0.05% among 350,000 | AID 651711;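 active means mean replicate inhibition above about 25%, with every replicate also reaching it, limit read from the data, passing the limit was not always enough; inconclusive means only one of those two criteria met; inactive means neither criterion met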
Target sequence (Q15084 whole entry, looked up): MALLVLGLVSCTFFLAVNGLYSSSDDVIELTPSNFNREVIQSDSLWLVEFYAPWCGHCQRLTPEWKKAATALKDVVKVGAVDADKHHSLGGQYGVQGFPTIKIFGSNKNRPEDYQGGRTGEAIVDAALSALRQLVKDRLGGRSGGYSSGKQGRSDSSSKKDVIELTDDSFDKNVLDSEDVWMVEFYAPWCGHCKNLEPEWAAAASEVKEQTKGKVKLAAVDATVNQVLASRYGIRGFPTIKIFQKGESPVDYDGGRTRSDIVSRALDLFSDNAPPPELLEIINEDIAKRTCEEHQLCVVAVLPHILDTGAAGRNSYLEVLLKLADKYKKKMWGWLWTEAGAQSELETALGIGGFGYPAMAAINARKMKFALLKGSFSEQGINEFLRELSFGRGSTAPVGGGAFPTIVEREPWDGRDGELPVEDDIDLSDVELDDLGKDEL
EWS-Fli block – inhibitors of EWS/Fli oncoprotein transcriptional activity | AID 651661 | A673 NR0B1-luciferase reporter, viability-normalised | hit rate 0.67% among 350,000 | inhibition, % at 12.6 µM;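 active means mean inhibition of at least 50% after viability correction, with every replicate also passing that limit; inconclusive means mean reaches 50% but only one of two replicates passes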;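 further: firefly luciferase signal divided by Alamar Blue viability fluorescence both relative to DMSO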
GSIS activator – GLuc luminescence reporter in INS-1E cells, primary screen for activators of glucose-dependent secretion of insulin | INS-1E GLuc reporter insulin secretion, 2-3 h | activation, % at 16.6 µM | hit rate 0.61% among 370,000 | AID 743287;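 active means lowest replicate activation of at least 40%, so every replicate reaches that level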;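 further: 0% = median of neutral control wells and 100% = median of IBMX positive control wells; some compounds called inactive have numbers as strong as hits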
F508del corr – correctors of CFTR F508del function in bronchial epithelial cells. hit rate 0.36% among 350,000. AID 720511. activity (quench increase), % at 7.58 µM. CFBE cells, YFP halide quenching; stimulated with forskolin plus potentiator P3; % fluorescence drop versus neutral controls;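 active means mean added fluorescence quench of at least 8% versus neutral control, with both replicates also reaching 8%; inconclusive means only one of the mean or replicate conditions met; inactive means mean below 8% and not both replicates reaching 8%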;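 further: cells transiently co-express mutant CFTR-F508del with the halide-sensitive YFP; corrector assay measuring rescue of mutant channel to the surface after 24 h compound exposure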
PAX8 inh HTS – PAX8 transcriptional activity inhibition. RMG-I TPO-luciferase reporter, SteadyGlo, 24 h. inhibition, % at 12.6 µM. hit rate 1.2% among 360,000. AID 652154;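 active means mean replicate inhibition at least 60% with every replicate also reaching 60%; inconclusive means only one of the two criteria is met; inactive means mean below 60% and not all replicates reaching 60%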;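 further: luciferase light reporting Pax8 driven TPO promoter activity; plate controls were median of neutral control wells for no effect and mitoxantrone controls for full effect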
ARNT TACC3 PPI – disrupts binding between human ARNT and TACC3 | AlphaScreen His-ARNT PAS-B/GST-TACC3 binding, luminescence; TACC3 fragment carries E629A point mutation | inhibition, % at 9.99 µM | hit rate 0.66% among 390,000;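 active means mean inhibition of replicates at least 50% and at least half of replicates each reaching 50%; inconclusive means half or more replicates reach 50% but mean below 50%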;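 further: 0% = complete ARNT plus TACC3 wells and 100% = ARNT alone without TACC3; many hits fall short of the cut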
DENV2 CPE – inhibitors of DENV2 cytopathic effect. AID 651640. CPE inhibition, % at 9.99 µM. hit rate 1.7% among 350,000. DENV2-infected cells, cytopathic effect rescue, plate reader; in the data active means CPE inhibition above about 20%, passing the limit was not always enough; inconclusive means no clear call, values can overlap the other calls; tested in BHK-21 cells;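 further: 0% = median of neutral control wells and 100% = median of positive control wells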
Xi reactivation – reactivates the inactive X chromosome in mouse fibroblasts. activation, % at 7.58 µM. hit rate 0.055% among 360,000. XiGFP mouse fibroblasts, % GFP-positive cells imaging, 3 d; cells co-treated with 5-aza-dC sensitizer; scaled so ellipticine positive control = 100%;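 active means mean normalized replicate activation at least 10% and every replicate at or above 10%; inconclusive means only one of the two criteria met; inactive means mean below 10% and not all replicates reach 10%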;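 further: 0% = median of on-plate neutral control wells and 100% = ellipticine 6 µM median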
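System: 68-5-11 XiGFP fibroblast line; Timing: 3 days compound exposure; Compound dosing: one concentration, pinned; Benchmarks: positive control ellipticine, 6 µM final; Buffer or medium: DMEM containing 5-aza-dC.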
Active calls of the source: *; ? = inconclusive; / = no result given.

Results follow in this order: Xi reactivation | DENV2 CPE | PAX8 inh HTS | ARNT TACC3 PPI | ERp5 inh | F508del corr | EWS-Fli block | GSIS activator
1: Cc1ccc(S(=O)(=O)CCc2ccncc2)cc1
→ 0.0 | 4 | -9 | -18 | 3 | 0.7 | 3 | 8
2: CCOC(=O)C1CCCN(C(=O)c2ccc(Cl)c(S(=O)(=O)N3CCc4ccccc43)c2)C1 (stereo not drawn)
→ 0.0 | -4 | 28 | -7 | 1 | 0.8 | 9 | /
3: Cc1ccc(S(=O)(=O)Cn2nnnc2C(CC(C)C)N2CCN(C(=O)c3ccco3)CC2)cc1 (stereo not drawn)
→ 0.0 | / | 8 | 3 | / | / | / | -5
4: O=C(CN1CCOCC1)Nc1nc2ccc([N+](=O)[O-])cc2s1
→ 0.0 | / | -11 | 17 | -9 | -8.9 | 2 | 2
5: OCCCNc1nc(-c2ccc(Br)cc2)nnc1-c1ccc(Cl)cc1
→ 0.1 | / | 12 | 3 | / | / | / | -38
6: C=CC[C@H](CC(=O)NCCO)C(=O)NC[C@H](OC(=O)[C@@H](CC=C)Cc1ccc(F)cc1)c1ccccc1
→ 0.0 | 2 | -8 | -1 | -8 | -0.2 | 1 | -8
7: CC(C)(CC(=O)O)CC(=O)Nc1ccc2c(c1)ncn2CCc1ccccc1
→ 0.0 | -1 | 0 | -8 | 5 | 0.7 | 2 | 0
8: CCc1ccccc1C1=CC(=O)C[C@H](c2ccc(OC)cc2)C1
→ -0.1 | -10 | 4 | -3 | 2 | -2.1 | -1 | 5
9: O=c1[nH]c(Nc2ccc3c(c2)OCCO3)nnc1Cc1ccccc1
→ 0.0 | -1 | 0 | -22 | 4 | -2.7 | 11 | -9
10: CCOc1cc(N2CCOCC2)c(OCC)cc1NC(=O)C1=NN(c2cccc(C)c2)C(=O)CC1
→ 0.0 | -1 | 7 | 8 | 6 | -2.9 | 17 | 5
11: COc1ccc(-c2cn(Cc3ccc([N+](=O)[O-])cc3)nn2)cc1
→ 0.0 | / | -23 | 4 | 3 | 2.1 | -36 | /
12: O=C(Nc1ccc(OCC(=O)N2CCOCC2)cc1)c1cncc(Br)c1
→ 0.0 | 2 | -52 | -2 | 0 | / | / | 30
13: O=C(Cc1cccnc1)N1[C@H](CO)[C@@H]2c3ccccc3NC[C@@H]21
→ 0.0 | 6 | -9 | 10 | 4 | -1.3 | -4 | 7
14: COc1ccc(N2CC(C(=O)Nc3c4c(nn3-c3ccc(OC)cc3)CS(=O)(=O)C4)CC2=O)cc1 (stereo not drawn)
→ 0.5 | 5 | -2 | / | -7 | 0.1 | / | 1
15: Cc1cccc(S(=O)(=O)N2C[C@H]3[C@@H](c4ccccc42)[C@@H](CO)N3Cc2cccnc2)c1
→ 0.3 | 27* | 5 | -4 | 3 | 0.7 | -4 | 3
16: CC(=O)C1=C(O)C(=O)N(c2ccc(Br)cn2)C1c1ccc(F)cc1 (stereo not drawn)
→ 0.3 | 0 | -10 | 24 | 1 | 0.9 | -24 | -4
17: C[C@@H]1CCCCO[C@H](CN(C)C(=O)NC2CCCCC2)[C@@H](C)CN([C@H](C)CO)C(=O)c2cc(N(C)C)ccc2O1
→ 0.2 | ? | -2 | 0 | 3 | 0.5 | -6 | 6
18: COC(=O)Cc1nnn2c1[C@H](C)[C@H](C(C)(C)C)OCC2
→ -0.1 | 5 | 12 | / | 0 | -0.4 | 3 | 2
19: CC1(C(=O)NS(=O)(=O)c2ccc(Cl)s2)CCN1C(=O)Cc1ccccc1Cl (stereo not drawn)
→ 0.1 | ? | -15 | / | -5 | 1.9 | -11 | 21
20: COc1ccc(CCNC(=O)C2CCN(C(=O)c3ccccc3C)CC2)cc1
→ 0.0 | -1 | 5 | -10 | 0 | -1.1 | -1 | 10
21: COc1ccc(OC)c(NC(=O)CSc2nc3scc(C)c3c(=O)[nH]2)c1
→ -0.1 | -2 | -1 | -3 | 4 | 0.8 | -2 | 7
22: CCOC(=O)C1CCCN(C2=NC(=O)/C(=C/c3ccc(OC)cc3OC)S2)C1 (stereo not drawn)
→ 0.0 | 5 | -9 | 4 | 2 | -4.8 | -63 | -28
23: C[C@@H]1CN([C@H](C)CO)C(=O)c2cccc(NC(=O)C3CCOCC3)c2O[C@H]1CN(C)Cc1ccccc1
→ 0.1 | / | 11 | -4 | 9 | -2.3 | 6 | 20
24: CN(C(=O)CCS(=O)(=O)c1ccc2c(c1)oc(=O)n2C)C1CCCCC1
→ 0.0 | 0 | 2 | -7 | 7 | 1.1 | 2 | -5
25: O=[N+]([O-])c1ccc(/C=N/NC(=S)Nc2ccccc2F)o1
→ 0.2 | / | -64 | 5 | / | / | / | -17
26: COc1ccc(C(=O)Nc2ccc3c(c2)C(=O)N(C)[C@H]2CC[C@@H](CC(=O)NCC4CC4)O[C@@H]2CO3)cc1
→ 0.0 | 7 | -2 | -4 | 0 | / | -1 | 8
27: Cc1ccc(S(=O)(=O)Nc2cccc3c2O[C@@H](CN(C)C(=O)Nc2ccc(F)cc2)[C@@H](C)CN([C@H](C)CO)C3=O)cc1
→ 0.1 | 2 | 25 | -5 | -9 | 0.6 | -11 | -24
28: O=C(COC(=O)/C=C/c1ccccc1)NCC1CCCO1 (stereo not drawn)
→ 0.3 | 13 | 3 | -4 | 3 | 0.3 | 6 | -13
29: Cc1ccc(CC(=O)Nc2ccc(S(=O)(=O)N3CCOCC3)cc2)cc1C
→ 0.3 | -6 | -1 | 13 | 5 | 1.4 | 16 | -6
30: CO[C@@H]1CN(C)C(=O)c2cc(NC(=O)C3CC3)ccc2OC[C@H](C)NC[C@H]1C
→ -0.3 | -4 | -17 | -5 | -6 | -1.4 | 2 | 17
31: Cc1ccc(CNC(=O)Cn2cc(C(F)(F)F)ccc2=O)cc1
→ 0.0 | 0 | -34 | -5 | 6 | -0.8 | 5 | -15
32: CC(C)c1ccc(/C=C/C(=O)Nc2nncs2)cc1
→ 0.0 | -2 | -106 | 29 | 5 | / | 18 | /
33: CCOc1ccc(CNC(=O)CCC(=O)n2nc(C)c3ccccc32)cc1
→ 0.0 | 0 | 8 | -7 | 1 | 1.3 | 7 | 4
34: Cc1ccc(OCC(=O)N/N=C/c2c[nH]c3ccccc23)c([N+](=O)[O-])c1
→ 0.3 | / | -7 | -8 | / | / | / | -22
35: O=C(O)c1ccccc1NS(=O)(=O)c1cccc2nsnc12
→ -0.1 | -4 | -7 | -2 | -5 | 0.4 | 12 | 21
36: C[C@H]1CN([C@@H](C)CO)C(=O)c2cc(NC(=O)Nc3ccc4c(c3)OCO4)ccc2O[C@@H]1CN(C)CC1CCCCC1
→ 0.2 | ? | 6 | / | -5 | -3.6 | 7 | 15
37: O=S1(=O)CC(N2CCCC2)CN1CCc1ccccc1 (stereo not drawn)
→ -0.1 | ? | 3 | / | -4 | -0.3 | -1 | 15
38: Cc1ccccc1C(=O)NCCNC(=O)c1ccccn1
→ -0.1 | ? | -5 | -1 | -3 | -1.7 | 0 | 0
39: O=C(NCc1ccccc1)C1CCC(CNc2c(N3CCCCC3)c(=O)c2=O)CC1 (stereo not drawn)
→ 0.0 | 10 | 7 | 10 | -1 | 0.8 | 2 | /
40: O=C(N[C@@H]1CC[C@H](CCNC(=O)C2CCCC2)O[C@H]1CO)c1ccccn1
→ 0.0 | 17 | -6 | 6 | -1 | 2.2 | 7 | 20
41: O=C(Nc1ccc(Br)cc1)c1ccc(N2C(=O)C3CC=CCC3C2=O)cc1 (stereo not drawn)
→ 0.6 | / | -10 | -4 | / | / | / | -1
42: C[C@H](CO)N1C[C@H](C)[C@@H](CN(C)Cc2ccc(C(=O)Nc3ccccc3N)cc2)Oc2ccc(NC(=O)Cn3cnnn3)cc2CC1=O
→ 0.0 | 7 | -21 | 6 | 4 | -2.4 | 9 | -7
43: COCC#Cc1ccc2c(c1)O[C@@H](CN(C)CC1CCCC1)[C@H](C)CN([C@H](C)CO)S2(=O)=O
→ -0.1 | ? | -19 | 0 | 4 | 0.5 | 24 | -2
44: Cc1ccc(Cl)c(OCCN2CCc3ccccc3C2)c1
→ 0.0 | -4 | 7 | -4 | 2 | 1.5 | -5 | 27
45: Cc1cc(OCCn2cnc3ccccc3c2=O)cc(C(C)C)c1
→ 0.1 | / | -8 | 1 | / | / | / | -18
46: CC(=O)Nc1ccc(C(=O)N/N=C/C2CC3C=CC2C3)cc1 (stereo not drawn)
→ 0.1 | -1 | 4 | 1 | -9 | 0.0 | -3 | 1
47: Clc1cccc(N2CCN(c3nnnn3-c3ccccc3)CC2)c1
→ -0.2 | 2 | 15 | 1 | -2 | 4.5 | 11 | -45
48: COc1cccc(NC(=O)N[C@@H]2C=C[C@H](CC(=O)N3CCCCC3)O[C@H]2CO)c1
→ -0.4 | 13 | 3 | -8 | 2 | -0.2 | -8 | 5
49: CCN1C(=O)/C(=C\c2nc3ccccc3c(=O)n2CC)c2ccccc21
→ 0.1 | -3 | 35 | / | -2 | 4.6 | 0 | 4
50: CSc1nc2cc(C)nn2c(-c2ccccc2)c1C#N
→ -0.1 | -1 | 1 | -11 | 1 | 1.0 | -5 | -7
51: CC(C)CCCN1C(Nc2ccccc2)=NC[C@@H]1C
→ 0.0 | -4 | -41 | -1 | -1 | -0.3 | -3 | 5
52: C[C@@H]1CCCCO[C@@H](CN(C)Cc2ccc(C(=O)O)cc2)[C@@H](C)CN([C@H](C)CO)C(=O)c2cc(NC(=O)c3ccccc3)ccc2O1
→ 0.1 | -5 | 10 | -6 | 6 | -1.7 | -6 | 11
53: COc1ccc(CN2CCN(Cc3c[nH]c4ccccc34)CC2)cc1
→ -0.1 | -1 | 27 | -20 | 1 | -5.6 | 20 | -15
54: CCNC(=O)C[C@@H]1CC[C@H]2[C@@H](COC[C@@H](O)CN2C(=O)C2CCCC2)O1
→ ? | 7 | -12 | 1 | -2 | 1.2 | -11 | 3
55: C[C@@H]1CN([C@H](C)CO)C(=O)Cc2cc(NC(=O)CCCN(C)C)ccc2O[C@H]1CN(C)CC1CCCCC1
→ 0.1 | 3 | -18 | 0 | 2 | 1.5 | -15 | 8
56: COCCNC(=O)CCCn1c(=O)c2ccccc2n(Cc2ccccc2C#N)c1=O
→ 0.3 | 8 | 3 | 4 | 1 | -1.4 | -47 | 54*
57: CO[C@H](CN(C)C(=O)Nc1ccc(F)cc1)[C@@H](C)CN(Cc1ccccc1Cl)[C@@H](C)CO
→ 0.0 | 4 | / | -2 | 1 | 2.1 | 1 | 8
58: Cc1ccccc1S(=O)(=O)Nc1nc2ccccc2nc1Cl
→ 0.0 | -5 | 0 | -6 | 3 | -2.5 | 7 | -6
59: O=C(NC1CCCC1)c1ccc(Cl)s1
→ 0.4 | -8 | -7 | -5 | -6 | -0.9 | -8 | -12
60: Cc1cccc(N/C=C(\[N+](=O)[O-])S(=O)(=O)c2ccccc2)c1
→ 0.0 | -1 | 6 | -7 | 0 | 1.6 | -7 | 8
61: C[C@@H]1CN([C@H](C)CO)C(=O)c2cc(NC(=O)Cc3ccccc3)ccc2O[C@@H]1CN(C)C(=O)NC1CCCCC1
→ -1.1 | 7 | -1 | 0 | 0 | -1.5 | -5 | -6

High-throughput results deposited in PubChem by Broad Institute.
